High-throughput results from PubChem.
TRHR agonist: qHTS for Small Molecule Agonists and Allosteric Enhancers of Human TRH Receptor: Primary Screen for Agonists | Thyrotropin-releasing hormone receptor (Homo sapiens), P34981 | TRHR cells, calcium flux fluo-8, FDSS agonist mode | activation, % at 2 µM | 360,000 compounds, 0.18% hits; further: 0% is about no effect
Target sequence (P34981 whole entry, looked up): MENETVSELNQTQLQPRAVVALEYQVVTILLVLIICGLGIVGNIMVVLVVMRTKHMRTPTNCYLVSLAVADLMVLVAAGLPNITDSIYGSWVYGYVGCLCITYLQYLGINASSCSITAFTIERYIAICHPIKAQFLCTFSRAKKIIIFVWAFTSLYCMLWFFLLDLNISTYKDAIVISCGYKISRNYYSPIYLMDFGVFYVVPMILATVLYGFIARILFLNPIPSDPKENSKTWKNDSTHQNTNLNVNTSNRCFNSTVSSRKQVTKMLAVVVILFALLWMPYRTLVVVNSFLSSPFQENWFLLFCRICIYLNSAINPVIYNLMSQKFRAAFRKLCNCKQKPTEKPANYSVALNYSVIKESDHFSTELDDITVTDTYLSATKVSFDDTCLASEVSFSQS
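Steps: seed TRHR cells overnight; add fluo-8 no-wash Ca dye, RT 30 min–1.5 h; record 10 s baseline; pin-transfer compounds; monitor fluorescence 1 cycle/s for the agonist window. Calcium increases flag candidate agonists.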
D2 ag: HTS Assay for Allosteric Agonists of the Human D2 Dopamine Receptor: Primary Screen for Agonists. HEK293 T-REx D2 cells, calcium flux agonist mode. 340,000 compounds, 0.53% hits. activation, % at 2 µM. D(2) dopamine receptor (Homo sapiens), P14416;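 active means activation over 3 SD above normal in the single-dose calcium agonist read, cut at about 30% in these data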; further: 0% is about no effect
Target sequence (P14416 whole entry, looked up): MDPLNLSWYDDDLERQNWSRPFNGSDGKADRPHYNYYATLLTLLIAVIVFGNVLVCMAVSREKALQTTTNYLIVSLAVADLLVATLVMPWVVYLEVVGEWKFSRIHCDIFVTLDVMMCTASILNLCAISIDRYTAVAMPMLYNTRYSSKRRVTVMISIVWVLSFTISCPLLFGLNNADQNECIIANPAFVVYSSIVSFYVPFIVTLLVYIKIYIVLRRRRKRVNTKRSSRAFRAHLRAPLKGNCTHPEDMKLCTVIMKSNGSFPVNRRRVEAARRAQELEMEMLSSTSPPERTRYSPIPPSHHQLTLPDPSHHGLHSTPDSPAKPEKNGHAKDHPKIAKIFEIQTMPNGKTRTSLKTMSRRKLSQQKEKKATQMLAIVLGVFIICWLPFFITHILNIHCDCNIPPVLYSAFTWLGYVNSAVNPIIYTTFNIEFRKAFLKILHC
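Agonism scored from kinetic calcium signal (1 read/sec, 180 s) following compound pin transfer, after a 10 s baseline. Cells: HEK293 Trex line expressing inducible D2 receptor coupled to calcium, dye-loaded after overnight culture at 30 C.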
D1 potentiator: Potentiators of Human D1 Dopamine Receptor: qHTS | D(1A) dopamine receptor (Homo sapiens), P21728 | HEK293 TREx D1 cells, calcium flux, dopamine EC20 potentiation | potentiation, % at 10 µM | 360,000 compounds, 0.036% hits; in the data active means potentiation above about 30%; further: 0% is about no effect
D1 agonist: Allosteric Agonists of the Human D1 Dopamine Receptor: qHTS | D(1A) dopamine receptor (Homo sapiens), P21728 | HEK293 T-REx D1 cells, calcium flux, agonist mode | activation, % at 2 µM | 360,000 compounds, 1% hits; further: 0% is about no effect
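Agonism was scored from calcium flux recorded over 180 s (1 read/s) after pintool compound addition, following a 10-cycle baseline. Cells were inducible force-coupled HEK293 TREx D1, plated overnight at 30 C and loaded with no-wash calcium dye.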
D2 PAM: HTS Assay for Positive Allosteric Modulators of the Human D2 Dopamine Receptor: Primary Screen for Potentiators; D(2) dopamine receptor (Homo sapiens), P14416; HEK293 T-REx D2, calcium flux, EC20 dopamine potentiation; potentiation, % at 10 µM; 340,000 compounds, 0.34% hits;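 active means potentiation over 3 SD above the plate norm, cut at about 30% in these data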; further: 0% is about no effect
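Potentiation of an EC20 dopamine calcium response is measured in a force-coupled, tetracycline-inducible Hek293 Trex D2 line. Compound-only kinetic reads over 180 s flag agonists before dopamine addition.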
RXFP1 antagonist: qHTS Assay for Antagonists of the Relaxin Receptor RXFP1. activity change, negative = inhibition, % at 57.5 µM. Relaxin receptor 1 (Homo sapiens), Q9HBX9. HEK293-RXFP1, relaxin-stimulated cAMP HTRF, 30 min; active compounds read low. 350,000 compounds, 0.59% hits. AID 1259400, 2018;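 active means activity change of -60% or lower, but not beyond a set lower limit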; further: on the % scale 0 is the no-effect control and ±100 the full control effect
D1 antagonist: Antagonist of Human D 1 Dopamine Receptor: qHTS | 360,000 compounds, 3.2% hits | AID 504652, 2011 | activity change, negative = inhibition, % at 10 µM | HEK293 TREx D1 cells, calcium flux, dopamine EC80; active compounds read low | D(1A) dopamine receptor (Homo sapiens), P21728; in the data active means activity change below about -30%; further: on the % scale 0 is the no-effect control and ±100 the full control effect
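Tetracycline-induced HEK293 Trex D1 cells, force-coupled to calcium, dye-loaded; compounds added and read 180 s, then EC80 dopamine added and calcium flux tracked kinetically another 180 s.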
TRHR enhancer: qHTS for Small Molecule Agonists and Allosteric Enhancers of Human TRH Receptor: Primary Screen for Enhancers. 360,000 compounds, 0.66% hits. AID 493056, 2011. enhancement, % at 2 µM. TRHR cells, fluo-8 calcium fluorescence, EC20 TRH enhancement; in the data active means enhancement above about 30%; further: 0% is about no effect
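TRHR-expressing cells loaded with fluo-8 calcium dye were read kinetically (ex 480/em 530) during compound addition, then stimulated with an EC20 of TRH (10 nM final). Enhancement of the Gq-mediated intracellular calcium response was scored.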
D2 antagonist: HTS Assay for Allosteric Antagonists of the Human D2 Dopamine Receptor: Primary Screen for Antagonists. HEK293 TREx D2 cells, calcium flux, dopamine EC80. inhibition, % at 10 µM. 340,000 compounds, 2% hits. AID 485344, 2010; in the data active means inhibition above about 30%; further: 0% is about no effect
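Read-out: kinetic calcium fluorescence (1 cycle/s) in inducible HEK293 T-REx D2 cells after an EC80 dopamine addition that followed 180 s compound preincubation. Loss of the dopamine response indicates antagonism.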
An asterisk follows results filed as active; x = no result given; & = joins results of further samples. Unless noted, no stated cut-off is given here; in the data, active means activation above about 30%; inactive means the rest.

SMILES | TRHR agonist | D2 ag | D1 potentiator | D1 agonist | D2 PAM | RXFP1 antagonist | D1 antagonist | TRHR enhancer | D2 antagonist
CC(C)(C)C(=O)CN1C(=O)NC2(CCOc3ccccc32)C1=O (configuration not stated) | 0.2 | -1.0 | 1 | 1 | -1 | -14 | 3 | -5 | 14
CN(C)S(=O)(=O)c1cc(C(=O)Nc2ccccc2C(=O)NC2CC2)ccc1Cl | -0.2 | -0.8 | 0 | 2 | -3 | -1 | 11 | -15 | -30
COc1cc2nc(CC(C)C)n(NC(=O)c3ccccc3Br)c(=O)c2cc1OC | 0.4 | 0.2 | -8 | 2 | 8 | 1 | 8 | -4 | 3
CCOc1ccc(N(CC(=O)NC2CCCC(C)C2C)S(=O)(=O)c2c(C)noc2C)cc1 (configuration not stated) | -0.1 | -1.8 | 0 | 2 | -8 | x | 9 | -3 | -10
O=C(O)C1CCN(c2ccc(S(=O)(=O)N3CCCCC3)cc2[N+](=O)[O-])CC1 | -0.2 | x | -4 | 3 | x | -17 | 5 | 8 | x
Cc1nn(Cc2cccc(Oc3ccccc3)c2)c(C)c1NC(=O)NC12CC3CC(CC(C3)C1)C2 | -0.1 | 0.2 | 7 | 1 | -11 | -1 | 1 | -1 | -4
Cc1ccnc(NC(=O)CCC(=O)N(CC(=O)NCc2ccccc2)Cc2ccccc2)c1 | -0.2 | 0.1 | -9 | 2 | -7 | -3 | 8 | 1 | -28
CCn1c(C)csc1=NC(=O)c1ccccc1 | -1.0 | -1.3 | 7 | 0 | -3 | 8 | 1 | 2 | 6
O=C(NCCOC(=O)c1ccccc1C(=O)OCCNC(=O)c1cccnc1)c1cccnc1 | 0.4 | -0.2 | -5 | 2 | -5 | 37 | 16 | -4 | -1
CSc1ccccc1NC(=O)CN(C)C(=O)c1cccc(S(=O)(=O)N(C)C)c1 | 0.2 | 2.1 | -9 | 9 | -8 | 4 | -13 | -6 | -20
CCN(CC)CCNC(=O)c1ccc(NC(=O)c2cn(-c3ccc(F)cc3)nc2-c2cccc(OC)c2)cc1 | 2.6 | 3.7 | -9 | 7 | -8 | -12 | -6 | 4 | -12
CC(C)CCNC(=O)c1cc2cc(S(=O)(=O)N3CCCCC3)ccc2n1C | 0.0 | 0.5 | -2 | 6 | -4 | -10 | 8 | 4 | x
Clc1ncc2[nH]cnc2n1 | 1.2 | 0.9 | 1 | 0 | 10 | 4 | 3 | -2 | -5
CCOC(=O)N1CCN(S(=O)(=O)c2ccc(Br)cc2)CC1 | 0.7 | 0.1 | -5 | 7 | 2 | -7 | -2 | 1 | -7
COc1cc(C(=O)N/N=C/C2CC=CCC2)cc(OC)c1OC (configuration not stated) | 0.2 | x | -9 | 4 | x | -2 | -14 | -2 | x
CC(=O)Nc1ccc(S(=O)(=O)NCCN2CCNC2=O)cc1Cl | 1.0 | x | 5 | 2 | x | 6 | -11 | 2 | x
CCc1nnc(NC(=O)CSc2nnc(-c3ccccc3OC)n2-c2ccccc2)s1 | -0.3 | -1.0 | -4 | 0 | -3 | -2 | 4 | 0 | 25
CCOC(=O)NC(NCc1ccccc1)(C(F)(F)F)C(F)(F)F | 0.0 | -0.3 | -6 | 0 | -11 | -12 | 6 | -1 | 2
CCOC(=O)C(NC(C)=O)(N1CCc2ccccc2C1)C(F)(F)F (configuration not stated) | -2.4 | -0.3 | -4 | 0 | 4 | -5 | -27 | 5 | 17
CCn1c(SCC(=O)N2CCCC(C)C2)nnc1-c1ccco1 (configuration not stated) | 1.3 | 2.0 | x | 5 | 2 | 4 | 4 | -2 | 3
Cc1cccc(C)c1NC(=O)CN1C(=O)C2CC=CCC2C1=O (configuration not stated) | 0.1 | 0.0 | -4 | 1 | -4 | -5 | -2 | 1 | 57*
CC(C)CCN1CCC(Cc2ccccc2)(NC(=O)c2ccccc2)C1=O (configuration not stated) | -0.2 | 0.1 | -5 | -4 | -3 | x | x | 6 | 3
O=C(N/C(=C/c1cccc([N+](=O)[O-])c1)C(=O)N1CCCCC1)c1ccco1 | -0.2 | 24 | -2 | 4 | -8 | -8 | 7 | -4 | 22
c1ccc(-c2cnn3nnnc3n2)cc1 | -0.3 | 0.0 | 0 | 1 | 1 | 2 | 2 | -9 | 9

Molecules above that contain a nitro group on carbon, in the order listed:
SMILES | TRHR agonist | D2 ag | D1 potentiator | D1 agonist | D2 PAM | RXFP1 antagonist | D1 antagonist | TRHR enhancer | D2 antagonist
O=C(O)C1CCN(c2ccc(S(=O)(=O)N3CCCCC3)cc2[N+](=O)[O-])CC1 | -0.2 | x | -4 | 3 | x | -17 | 5 | 8 | x
O=C(N/C(=C/c1cccc([N+](=O)[O-])c1)C(=O)N1CCCCC1)c1ccco1 | -0.2 | 24 | -2 | 4 | -8 | -8 | 7 | -4 | 22

Returning to the listing, starting 4 compounds before the break.
SMILES | TRHR agonist | D2 ag | D1 potentiator | D1 agonist | D2 PAM | RXFP1 antagonist | D1 antagonist | TRHR enhancer | D2 antagonist
Cc1cccc(C)c1NC(=O)CN1C(=O)C2CC=CCC2C1=O (configuration not stated) | 0.1 | 0.0 | -4 | 1 | -4 | -5 | -2 | 1 | 57*
CC(C)CCN1CCC(Cc2ccccc2)(NC(=O)c2ccccc2)C1=O (configuration not stated) | -0.2 | 0.1 | -5 | -4 | -3 | x | x | 6 | 3
O=C(N/C(=C/c1cccc([N+](=O)[O-])c1)C(=O)N1CCCCC1)c1ccco1 | -0.2 | 24 | -2 | 4 | -8 | -8 | 7 | -4 | 22
c1ccc(-c2cnn3nnnc3n2)cc1 | -0.3 | 0.0 | 0 | 1 | 1 | 2 | 2 | -9 | 9
Cn1cccc1/C=N/NC(=O)c1ccc[n+]([O-])c1 | -1.2 | 0.1 | 1 | 1 | 4 | -1 | 3 | 1 | -2
CCCC[C@H]1COCCS(=O)(=O)N1Cc1cccc(F)c1 | -1.0 | x | -9 | 0 | x | x | 2 | -2 | x
CC1CCC(NC(=O)C2c3ccccc3C(=O)N2Cc2cccs2)CC1 (configuration not stated) | -0.1 | -1.0 | -1 | 0 | -7 | x | -1 | -5 | -14
Cc1ccc(CNC(=O)C2CCN(S(=O)(=O)N3CCCCC3)CC2)cc1 | -0.3&-0.4 | 1.2&-0.1 | -7&0 | 0&-1 | 13&4 | -31&-6 | -3&-10 | 5&4 | 1
OCCC1CN(Cc2cccc3c2OCO3)CCN1Cc1ccccc1 (configuration not stated) | -0.3 | -3.1 | 1 | 1 | -24 | -8 | 4 | -5 | 8
CCOC(=O)Cn1c(=O)n(CC2CCCO2)c2nc(-c3ccccc3F)nc(C(N)=O)c21 (configuration not stated) | -0.3 | -0.3 | 4 | 2 | -1 | x | 14 | -1 | x
CC(=O)N1CCOc2ccc(S(=O)(=O)NCCc3ccc(Cl)cc3)cc21 | -0.8 | -1.3 | -1 | 8 | -4 | -68* | 0 | 2 | -3
NC(=O)c1c(NC(=O)c2cccc(N3C(=O)CCC3=O)c2)sc2c1CCCCC2 | 0.2 | 0.4 | 19 | 0 | 5 | -8 | 5 | 4 | 6
CC(=O)NC(Cc1ccc(F)cc1)C(=O)NC1CCN(C(=O)Nc2cccc(C)c2)CC1 (configuration not stated) | 0.7 | x | 1 | 1 | -1 | 0 | 1 | 1 | x
CC(C)C(=O)NCCn1ccc2ccccc21 | 1.1 | 0.6 | -5 | 1 | -4 | -1 | 14 | -2 | -5
N#CC(C(=O)NCc1ccccc1)c1nc2ccccc2nc1N1CCCC1 (configuration not stated) | 1.9 | 2.2 | -7 | 8 | 7 | -1 | 11 | 0 | -2
CC(C)c1ccccc1OCCCN1CCCC1 | 0.4 | -0.3 | -3 | 7 | -14 | -6 | -3 | 8 | 65*
CCn1c(SCc2ccccc2)nnc1C1CCCCC1 | -1.5 | -2.1 | -1 | 1 | 4 | 15 | -5 | 1 | -3
CC1=C(C(=O)OCc2ccccc2)C(c2ccc(C(F)(F)F)cc2)NC(=O)N1CCCCCC(=O)O (configuration not stated) | -0.2 | x | -4 | -3 | x | x | 17 | 25 | x
O=C1/C(=C/c2ccc(O)cc2)SC(=S)N1CC1CCCO1 (configuration not stated) | 39* | 15 | 0 | 49* | -5 | -73* | -3 | 16 | 7
COc1cc(C(=O)Nc2ccc(-c3nnc(-c4ccco4)o3)cc2)cc(OC)c1OC | -0.4 | 0.5 | -1 | 2 | 12 | -8 | -10 | -2 | 12
COc1ccc(/C=N/NS(=O)(=O)c2ccccc2)cc1OS(=O)(=O)c1ccccc1 | -0.6 | 0.2 | 0 | 3 | 2 | -4 | -11 | 0 | 8
COc1cc(CNc2ccc(O)cc2)cc(Br)c1OCc1ccccc1F | -1.9 | -2.0 | -4 | 0 | 6 | 15 | -16 | 1 | 2
Cc1ccc(-c2nc(N)sc2CC(=O)OCC(=O)NC2CCCC(C)C2C)cc1 (configuration not stated) | -0.5 | -1.0 | -12 | 3 | -1 | -7 | -41* | -3 | 13
Cc1ccsc1C(=O)N(c1nc2ccccc2s1)c1c(C)cccc1C | -0.4 | -0.5 | 4 | 3 | -1 | 1 | 6 | -3 | -34
CCNS(=O)(=O)c1ccc(CCC(=O)NCCC2=CCCCC2)cc1 | 0.5 | 0.2 | -4 | 7 | -7 | -5 | -26 | 0 | -11
Cc1ccccc1OCCC(=O)N1CCN(S(=O)(=O)c2ccc(Cl)cc2)CC1 | -0.1 | -0.2 | -4 | 1 | 8 | -11 | -15 | -1 | -5
COCCN(Cc1ccc(C)c(Br)c1)C(=O)Cn1cnc(S(=O)(=O)N2CCCC2)c1 | -0.6 | 1.0 | 13 | 12 | 7 | -4 | -13 | -8 | 2
Cc1ccc(S(=O)(=O)N2CCC(C(=O)Nc3ccc(S(=O)(=O)N4CCCC4)cc3)CC2)cc1C | 1.0 | 0.0 | 3 | 9 | -2 | -19 | 2 | 4 | -8
Cc1ccccc1N1CCN(S(=O)(=O)c2nnc(NC(=O)c3ccco3)s2)CC1 | -0.1 | -0.6 | -10 | 5 | 1 | -7 | -21 | 1 | 9
O=C(CCNC(=O)c1ccccc1Cl)NN1C(=O)NC2(CCCCC2)C1=O | 0.5 | 0.2 | 1 | 3 | -10 | -5 | 2 | -3 | 9
CCC(Sc1nc(C)cc(=O)[nH]1)C(=O)Nc1nc(-c2ccccc2)cs1 (configuration not stated) | -0.4 | 0.7 | -15 | 4 | -9 | -32 | -6 | -4 | 26
